From PubChem BioAssay
L3MBTL1 inh – qHTS Assay for the Inhibitors of L3MBTL1. Lethal(3)malignant brain tumor-like protein 1 (Homo sapiens), Q9Y468. AlphaScreen L3MBTL1–H3K9me1 peptide binding. Potency, µM (titrated, usually from 57.1 µM), inactives show top-dose activity, negative = inhibition, most hits filed as inhibitors. 0.66% of 230,000 active; further: on the % scale 0 is the no-effect control and ±100 the full control effect; nearly all actives have a fitted effect of over 60% in size
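Read-out is AlphaScreen signal from streptavidin donor and nickel chelate acceptor beads (10 ug/mL final each) bridging L3MBTL1 (50 nM) and biotinylated K9-monomethylated H3(1-15) peptide (75 nM), after 30 min compound exposure at room temperature.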
RECQ1 inh – qHTS Assay for Inhibitors of RecQ-Like Dna Helicase 1 (RECQ1); ATP-dependent DNA helicase Q1 (Homo sapiens), P46063; RECQ1 DNA unwinding, red fluorescence kinetic read; Potency, µM (top dose mostly 57.3 µM), for inactives: top-dose activity, negative = inhibition, usual class: inhibitors; 0.54% of 240,000 active; AID 2549, 2010;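 further: plate controls were vehicle for no effect and no enzyme for full effect; nearly all actives have a fitted effect of over 30% in size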
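RECQ1T1 50 nM; forked duplex (20 bp + 30-nt ss tails) 200 nM, ATP 2 mM final; pH 8.0, 2 mM MgCl2, 2.5 ug/ml poly(dI-dC); 15 min compound preincubation; discontinuous kinetic read over 2 h at RT.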
ALDH1A1 block – qHTS Assay for Inhibitors of Aldehyde Dehydrogenase 1 (ALDH1A1); Purified ALDH1A1, NADH fluorescence, propionaldehyde substrate; Potency, µM (doses to about 75.3 µM), without a hit: top-dose activity, negative = inhibition, most hits filed as inhibitors; 7.3% of 220,000 active; AID 1030, 2008; active means well fitted inhibition curve with a large enough effect, not every such curve was filed as active; inconclusive means small, poorly fitted or top-dose-only effect, or another doubt; inactive means no such curve, though single readings can be large or run the other way;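 further: plate controls were no enzyme wells and a reference inhibitor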
Target sequence (P00352 whole entry, looked up): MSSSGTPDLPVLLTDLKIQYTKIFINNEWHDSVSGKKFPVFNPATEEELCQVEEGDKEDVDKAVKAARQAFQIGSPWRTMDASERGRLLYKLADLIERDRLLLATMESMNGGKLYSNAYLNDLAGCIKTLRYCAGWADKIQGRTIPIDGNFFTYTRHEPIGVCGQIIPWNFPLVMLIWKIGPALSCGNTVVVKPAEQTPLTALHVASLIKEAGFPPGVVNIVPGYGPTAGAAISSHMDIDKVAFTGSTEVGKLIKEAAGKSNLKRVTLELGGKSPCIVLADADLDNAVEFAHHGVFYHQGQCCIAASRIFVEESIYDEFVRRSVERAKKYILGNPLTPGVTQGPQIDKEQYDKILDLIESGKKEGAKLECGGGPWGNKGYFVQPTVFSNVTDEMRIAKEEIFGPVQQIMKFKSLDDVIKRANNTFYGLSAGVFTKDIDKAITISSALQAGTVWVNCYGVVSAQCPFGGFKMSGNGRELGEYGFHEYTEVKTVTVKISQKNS
KDM4E inh – qHTS Assay for Inhibitors of Human Jumonji Domain Containing 2E (JMJD2E); 1.6% of 230,000 active; AID 2147, 2009; Potency, µM (highest dose often 57.1 µM), for the others: at the top dose activity change, negative = inhibition, most hits filed as inhibitors; Lysine-specific demethylase 4E (Homo sapiens), B2RXH2; JMJD2E catalytic domain, FDH-coupled NADH fluorescence (FDH is formaldehyde dehydrogenase); active means well fitted inhibition curve with a large enough effect, not every such curve was filed as active; inconclusive means small, poorly fitted or top-dose-only effect, or another doubt; inactive means no such curve, though single readings can be large or run the other way;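 further: 0% = wells with enzyme and -100% = buffer wells without enzyme; nearly all actives have a fitted effect of over 50% in size; many of its hits are not listed in these tables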
Target sequence (B2RXH2 1-337 limits assumed): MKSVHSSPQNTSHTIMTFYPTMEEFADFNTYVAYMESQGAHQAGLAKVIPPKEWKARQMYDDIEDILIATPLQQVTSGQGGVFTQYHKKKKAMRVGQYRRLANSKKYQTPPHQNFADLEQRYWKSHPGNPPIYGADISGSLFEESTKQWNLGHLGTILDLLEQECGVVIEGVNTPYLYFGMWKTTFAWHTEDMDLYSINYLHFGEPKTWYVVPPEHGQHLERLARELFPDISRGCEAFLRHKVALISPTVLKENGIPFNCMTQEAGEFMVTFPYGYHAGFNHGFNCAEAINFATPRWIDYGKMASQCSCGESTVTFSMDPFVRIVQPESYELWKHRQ
Lamin A splicing – qHTS Assay for Modulators of Lamin A Splicing; HeLa LMNA splicing GFP/RFP minigene ratio, 48 h; Potency, µM (highest dose often 46.1 µM), inactives show at the top dose ratio change, negative = inhibition, usual class: inhibitors; 0.01% of 200,000 active; active means well fitted inhibition curve with a large enough effect in the signal ratio, with a control signal flat, not every such curve was filed as active; inconclusive means small, poorly fitted or top-dose-only effect, or effect the other way, or a change in a side signal; the % refers to the signal ratio; further: on the % scale 0 is the no-effect control and ±100 the full control effect
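S3 HeLa cells stably expressing lamin A-EGFP splicing minigene plus DsRed2, 600 cells/well, 48 h compound exposure at 37C. Laser-scanning cytometry; analysed as GFP (500-530 nm)/RFP (575-640 nm) total intensity ratio; 0.5% DMSO vehicle.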
KinaseGlo FLuc – Counterscreen for Luciferase (Kinase-Glo TM) Inhibition; Kinase-Glo luciferase, ATP luminescence, 8 min; Luciferin 4-monooxygenase (Photuris pensylvanica), Q27757; 0.28% of 200,000 active; Potency, µM (top dose mostly 38.3 µM), without a hit: at the highest dose activity change, negative = inhibition, most hits filed as inhibitors; further: on the % scale 0 is the no-effect control and ±100 the full control effect; nearly all actives have a fitted effect of over 60% in size
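Kinase-Glo luciferase light output from ATP and luciferin was measured with 10 uM ATP, within the enzyme's linear range. Buffer: 50 mM imidazole pH 7.2, 50 mM KCl, 7 mM MgCl2, 0.01% Tween 20, 0.05% BSA; luminescence read after 8 min at ambient temperature.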
Tau ThT inhib – qHTS for Inhibitors of Tau Fibril Formation, Thioflavin T Binding | Potency, µM (titrated, usually from 57.4 µM), inactives show top-dose activity, negative = inhibition, hits mostly inhibitors | recombinant tau K18 P301L, heparin-induced fibrillization, ThT fluorescence | AID 1460, 2008 | Microtubule-associated protein tau (Homo sapiens), P10636 | 2.1% of 270,000 active; further: on the % scale 0 is the no-effect control and ±100 the full control effect; nearly all actives have a fitted effect of over 55% in size
Target sequence (P10636 561-689 P618L limits assumed): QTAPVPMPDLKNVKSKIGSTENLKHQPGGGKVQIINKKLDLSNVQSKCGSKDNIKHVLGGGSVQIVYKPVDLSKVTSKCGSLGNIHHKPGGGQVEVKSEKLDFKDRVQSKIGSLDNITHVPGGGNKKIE
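Fibril formation assay: tau K18 P301L at 15 uM with trace Alexa 594 label, heparin inducer 20 uM, pH 7 sodium acetate buffer, 37 C for 6 hr; endpoint ThT signal.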
SMN2 splice up – qHTS Assay for Enhancers of SMN2 Splice Variant Expression | HEK293 SMN2-luciferase splicing reporter, luminescence, 30-36 h | Potency, µM (highest dose often 46.1 µM), inactives show at the highest dose activity change, positive = activation, most hits filed as activators | AID 1458, 2008 | 2.8% of 210,000 active; further: % of control where 0% means no effect; nearly all actives have a fitted effect of over 55% in size
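HEK293 cells carry an SMN2 minigene-luciferase reporter in which exon 7 inclusion puts luciferase in frame. Cells were seeded at 2000 cells/well, attached for 10-12 hours, then exposed to compounds for 30-36 hours at 37C before ONE-Glo luminescence.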
* = called active by the depositor; i = inactive; ? = inconclusive; / = no result given; ! = a repeat was not active; [ ] = another dose, or the depositor's remark. Unless noted, the call rests on the fitted dose curve; in most records, active means well fitted curve in the direction sought with a large enough effect; inconclusive means small, poorly fitted or top-dose-only effect, or another doubt; inactive means no such curve, though single readings can be large; an effect the other way counts as inactive or inconclusive. Potency means the concentration at half of the fitted maximal effect. Not all compounds are listed; rates above refer to the full screens.

SMILES | L3MBTL1 inh | RECQ1 inh | ALDH1A1 block | KDM4E inh | Lamin A splicing | KinaseGlo FLuc | Tau ThT inhib | SMN2 splice up
O=CN1CCN(C(=S)Nc2ccc(OC(F)F)cc2)CC1 | 7% | 1% | / | 2% | / | / | -5% | /
CC(C(=O)OCC(=O)c1ccc([N+](=O)[O-])cc1)N1C(=O)C2C3CCC(C3)C2C1=O (stereo unspecified) | -6% | i | 3.2µM* | 0% | / | 2% | ? | 5%
COc1cc(O)c(CCC(=O)c2cc(OC)c(OC)c(OC)c2)c(OC)c1 | 0% | 6% | 10% | 1% | ? | -5% | -12% | 3%
CCOC(=O)c1c(NC(=O)c2c(C(=O)O)cccc2[N+](=O)[O-])sc(C)c1C | 7% | 17% | ? | -7% | 11%[46 µM] | 0% | ? | /
CC(C(=O)NCCc1nc2ccccc2[nH]1)n1cc([N+](=O)[O-])cn1 (stereo unspecified) | / | 1% | 5% | 3% | ? | -1% | 1% | -23%
Cc1nn(Cc2ccc(Cl)c(Cl)c2)c(C)c1NC(=O)c1cn(-c2ccccc2)nc1-c1ccccc1 | / | i | 6% | 1% | -7% | 22% | -12% | -14%
COc1cc2oc(=O)cc(-c3ccc(-c4ccc(OC(F)(F)F)cc4)cc3)c2c(OC)c1OC | 7% | -1% | -4% | / | / | -1%[39.9 µM] | -5% | /
O=C(c1cc(F)ccc1F)C1CCCN(C(=O)c2ccc(F)cc2Cl)C1 (stereo unspecified) | 1% | 10% | ? | -10% | 28%[46 µM] | 1% | 0% | /
COc1ccc(C(=O)NCC(c2cccnc2)N2CCN(c3ccc(F)cc3)CC2)cc1OC (stereo unspecified) | 7% | 0% | ? | 5% | -11% | 0% | -5% | -31%[inhibitor]
CC[C@@H]1C(c2ccccc2)=NN(c2ccccc2)[C@H]1C(=O)N1CCOC1=O | 30%[activator] | i | -13% | / | / | -2%[39.9 µM] | ? | /
COc1oc(-c2ccccc2)nc1C(F)(F)F | / | -3% | 4% | 1% | 13% | 1% | 0% | -2%
COc1cc(CC(=O)NNC(=O)c2cc(C)oc2C)cc(OC)c1OC | -4% | 0% | 2% | -4% | -6% | 1% | -6% | 10%
COc1ccc(/C=C/C(=O)Nc2ccc(-c3nnc4n3CCCCC4)cc2)c(OC)c1 | 23% | -9% | 4% | -9% | ? | -1% | 8% | -12%
O=C(CN1CCN(CCN2C(=O)c3cccc4cccc(c34)C2=O)CC1)c1ccc(Cl)cc1 | -16% | 1% | ? | ? | ? | 0% | ? | 22%[1.84 µM]
COC(=O)C1=C(SC)N(c2ccc(OC)cc2)C(c2ccccc2)CC1=O (stereo unspecified) | 5% | 5% | 6% | -3% | -2% | -7% | 1% | 9%
COC(=O)CCC(=O)OC1(C)C(=O)C=C2C=C(C3CC3)N(C3CCCCC3)C=C2C1=O (stereo unspecified) | / | -4%[11.5 µM] | -3%[13.5 µM] | 16µM*! | 10%[9.22 µM] | -7%[7.66 µM] | ? | -8%[9.22 µM]
O=C(NCCOc1cccc2cccnc12)c1cccs1 | -3% | i | 7% | -26% | / | -1% | -2% | 0%
COC(=O)c1cccc(Nc2ncnc3sccc23)c1 | -5% | i | 4% | ? | -27%[46 µM] | 4% | ? | -41%[inhibitor]
CCOCCn1c(COc2ccc(C)cc2)nc2ccccc21 | 13% | -10% | 1% | 1% | ? | 0% | -9% | ?
S=c1[nH]nc(-c2ccccn2)n1/N=C/c1ccc(Cl)c(Cl)c1 | ? | -3% | -4% | -7% | / | / | ? | /
O=C(O)C1C2CC2CN1C(=O)c1ccc(Cl)cc1 (stereo unspecified) | -1% | 26% | -7% | 15% | / | 2% | 0% | 2%
CC(C)CC(OC(=O)c1nsc(Cl)c1Cl)C(=O)NCc1cccs1 (stereo unspecified) | 0% | -4% | ? | 4% | -1% | -3% | -1% | -23%
Cc1sc2nc(CC(=O)NN)[nH]c(=O)c2c1C | 5% | i | / | 38%[activator] | / | / | -14% | /
CC(c1nc2ccccc2c(=O)[nH]1)N1CCOCC1 (stereo unspecified) | -6% | i | 5% | -6% | 11%[46 µM] | -3% | -9% | 8%
Cc1cc(C)c(NC(=O)/C(=C/c2ccccc2)c2ccccc2)c(C)c1 | 7% | -6% | 4% | 6% | ? | 0% | ? | -20%
CC1=CSC2=NC(=O)/C(=C\c3cccn3-c3ccc([N+](=O)[O-])cc3)C(=N)N12 | -7% | i | -12% | -3% | -4% | 1% | ? | -3%
CC(=O)NCCn1c(SCc2ccc(C)cc2C)nc2ccccc2c1=O | / | -15% | -6% | 7% | -5% | -1% | -16% | -29%
Cc1cccc(Nc2nnc(SCC(=O)N(C)C3CCS(=O)(=O)C3)s2)c1C (stereo unspecified) | -9% | -9% | -3% | 2% | -6% | 0% | -13% | 0%
CC(C)c1ccc(OCc2ccc(C(=O)NN3CCN(C)CC3)o2)cc1 | -9%[11.4 µM] | i | 4% | -4% | -5%[46 µM] | 4% | -2% | 14µM*
O=C(Cn1nnc(-c2ccccc2)n1)N1CCN(S(=O)(=O)c2ccc(Cl)cc2)CC1 | 1% | -13% | -7% | 0% | 10% | -6% | 1% | -14%

Random excerpt: two compounds from above.
SMILES | L3MBTL1 inh | RECQ1 inh | ALDH1A1 block | KDM4E inh | Lamin A splicing | KinaseGlo FLuc | Tau ThT inhib | SMN2 splice up
O=C(Cn1nnc(-c2ccccc2)n1)N1CCN(S(=O)(=O)c2ccc(Cl)cc2)CC1 | 1% | -13% | -7% | 0% | 10% | -6% | 1% | -14%
CC(=O)NCCn1c(SCc2ccc(C)cc2C)nc2ccccc2c1=O | / | -15% | -6% | 7% | -5% | -1% | -16% | -29%

The results go on.
SMILES | L3MBTL1 inh | RECQ1 inh | ALDH1A1 block | KDM4E inh | Lamin A splicing | KinaseGlo FLuc | Tau ThT inhib | SMN2 splice up
COc1cc(/C=C(/C#N)c2nc(-c3cc4ccccc4oc3=O)cs2)cc([N+](=O)[O-])c1O | -8% | -4% | 4% | 13% | / | / | ? | /
Cc1ccc(S(=O)(=O)N(CC(=O)N2CCC(C(N)=O)CC2)c2cccc(C(F)(F)F)c2)cc1 | 0% | -4% | 13µM* | -1% | 10% | 0% | 1% | 8%
O=C(NCc1ccncc1)c1cc2ccccc2nc1Cl | 3% | -5% | 0% | -8% | -10%[46 µM] | 4% | -7% | 7%
Cn1c(SCC(=O)Nc2cc([N+](=O)[O-])ccc2F)nnc1C(F)(F)F | 1% | -1% | 4% | 0% | 7% | -1% | -14% | 20%
Nc1cccc(Oc2ccc([N+](=O)[O-])cc2)c1 | / | -1% | 26% | 2% | ? | 6% | -1% | -3%
COCCCNC(=O)c1c(N)n(-c2ccc3c(c2)OCO3)c2nc3ccccc3nc12 | 1% | -12% | ? | ? | -16% | -2% | -13% | -12%
CC(C)(C)c1cc(NC(=O)c2ccco2)n(-c2ccccc2)n1 | / | -2% | -4% | 7% | / | -1% | 0% | 6%
O=C(c1cn[nH]c1)c1cc(F)ccc1O | -7% | -2% | ? | -3% | 10% | 9% | -13% | -16%
CCCCNC(=O)c1cnc2n(c1=O)CCS2 | 0% | -5% | -4% | -1% | -8% | -3% | -5% | -4%
CCCCC(=O)Nc1cccc(NC(=O)c2cccc([N+](=O)[O-])c2)c1 | -1% | i | -1% | 4% | -12%[46 µM] | 3% | -9% | -7%
O=C(O)c1ccc(C(=O)O)c(C(=O)c2ccccc2)c1 | / | -3% | -3% | ? | -2% | 2% | -12% | -18%
COc1ccc(C2NC(=O)NC(C)=C2C(=O)Nc2cc(C)ccc2C)cc1OC (stereo unspecified) | 8% | -8% | 16% | -1% | 3% | -2% | -5% | 1%
CN(C)S(=O)(=O)N1CCC(Oc2ccc(C(=O)NCC(C)(C)CO)cc2)CC1 | -4% | 1% | 3% | -19% | / | 0% | ? | /
COc1ccc(OC)c(-n2c(Cn3c(-c4ccccn4)nc4ccccc43)n[nH]c2=S)c1 | 5% | -8% | -1% | ? | -10%[46 µM] | -1% | -8% | 14%

Structures from the list above containing a nitro group on carbon (8):
SMILES | L3MBTL1 inh | RECQ1 inh | ALDH1A1 block | KDM4E inh | Lamin A splicing | KinaseGlo FLuc | Tau ThT inhib | SMN2 splice up
CC(C(=O)OCC(=O)c1ccc([N+](=O)[O-])cc1)N1C(=O)C2C3CCC(C3)C2C1=O (stereo unspecified) | -6% | i | 3.2µM* | 0% | / | 2% | ? | 5%
CCOC(=O)c1c(NC(=O)c2c(C(=O)O)cccc2[N+](=O)[O-])sc(C)c1C | 7% | 17% | ? | -7% | 11%[46 µM] | 0% | ? | /
CC(C(=O)NCCc1nc2ccccc2[nH]1)n1cc([N+](=O)[O-])cn1 (stereo unspecified) | / | 1% | 5% | 3% | ? | -1% | 1% | -23%
CC1=CSC2=NC(=O)/C(=C\c3cccn3-c3ccc([N+](=O)[O-])cc3)C(=N)N12 | -7% | i | -12% | -3% | -4% | 1% | ? | -3%
COc1cc(/C=C(/C#N)c2nc(-c3cc4ccccc4oc3=O)cs2)cc([N+](=O)[O-])c1O | -8% | -4% | 4% | 13% | / | / | ? | /
Cn1c(SCC(=O)Nc2cc([N+](=O)[O-])ccc2F)nnc1C(F)(F)F | 1% | -1% | 4% | 0% | 7% | -1% | -14% | 20%
Nc1cccc(Oc2ccc([N+](=O)[O-])cc2)c1 | / | -1% | 26% | 2% | ? | 6% | -1% | -3%
CCCCC(=O)Nc1cccc(NC(=O)c2cccc([N+](=O)[O-])c2)c1 | -1% | i | -1% | 4% | -12%[46 µM] | 3% | -9% | -7%
